LEDGF integ inh = blocks HIV-1 LEDGF/p75-dependent DNA integration; TR-FRET IN-LEDGF/p75 DNA integration, Eu/Cy5; inhibition, % at 3.7 µM; hit rate 0.64% among 370,000;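 active = inhibition above the screen-wide mean plus 3 SD, cut at about 13% in these data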;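 also: signal is the Cy5 over europium emission ratio at 671 and 618 nm; 0% = plate median of compound wells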
mABHD4 FP = inhibitors of mouse ABHD4 | Q8VD66 | purified mABHD4, FP-Rh probe fluorescence polarization | inhibition, % at 8.92 µM | hit rate 0.54% among 370,000;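 active = inhibition exceeding the mean over every tested compound plus 3 SD, cut at about 30% in these data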;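 also: 0% = plate median of compound wells and 100% = S159A mutant with DMSO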
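Assay system: mABHD4 protein; medium: HEPES pH 7.0, NaCl, Pluronic buffer; dosing: 8.92 µM, single dose; schedule: 45 min + 60 min at 25 °C; signal: FP readout, ex 525 nm / em 598 nm; read-out: normalized percent inhibition of probe labeling; repeats: single replicate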
MBD2 DNA inh = inhibitors of human MBD2 binding to methylated oligonucleotide; Q9UBB5; TR-FRET; inhibition, % at 4.4 µM; hit rate 0.31% among 370,000; in the data active = inhibition above about 13%
Target sequence (Q9UBB5 whole entry, looked up): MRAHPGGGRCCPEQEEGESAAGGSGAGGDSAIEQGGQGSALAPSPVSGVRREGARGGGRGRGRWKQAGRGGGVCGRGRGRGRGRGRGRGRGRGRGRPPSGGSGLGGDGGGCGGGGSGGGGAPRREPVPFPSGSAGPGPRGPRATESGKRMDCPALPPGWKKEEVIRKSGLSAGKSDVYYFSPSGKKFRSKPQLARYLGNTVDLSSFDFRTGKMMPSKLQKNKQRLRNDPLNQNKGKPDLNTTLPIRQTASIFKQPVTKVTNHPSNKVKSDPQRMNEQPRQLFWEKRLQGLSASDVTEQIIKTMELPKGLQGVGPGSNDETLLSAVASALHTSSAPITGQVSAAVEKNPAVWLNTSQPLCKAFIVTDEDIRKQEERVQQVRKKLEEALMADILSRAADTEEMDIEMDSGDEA
TCR-CD3 inh = inhibitors of human TCR-CD3 interaction | hit rate 0.37% among 360,000 | inhibition, % at 9.4 µM | TAMRA-labeled TCR probe fluorescence, biochemical; in the data active = inhibition above about 19%;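 also: recombinant mutant TCR 2C K166C tagged with TAMRA read by polarization; 0% = receptor in buffer alone and 100% = receptor with positive control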
Rev-erbA mod = Rev-erb alpha (human) modulation. P20393. Rev-erbα–FITC-DNA binding, fluorescence polarization, 90 min. hit rate 0.79% among 370,000. activity, % at 10 µM. AID 1259318;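 active = activity above about 14%, limit read from the data; passing the limit was not always enough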;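 also: 0% = DMSO wells with 35 nM protein and 100% = DMSO wells with 750 nM protein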
PRMT1 inh = inhibitors of human PRMT1; inhibition, % at 2.79 µM; recombinant PRMT1, activity-based probe fluorescence polarization; hit rate 1.3% among 370,000;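 active = inhibition above about 21% made by adding two undisclosed values, limit read from the data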
Target sequence (Q99873 whole entry, looked up): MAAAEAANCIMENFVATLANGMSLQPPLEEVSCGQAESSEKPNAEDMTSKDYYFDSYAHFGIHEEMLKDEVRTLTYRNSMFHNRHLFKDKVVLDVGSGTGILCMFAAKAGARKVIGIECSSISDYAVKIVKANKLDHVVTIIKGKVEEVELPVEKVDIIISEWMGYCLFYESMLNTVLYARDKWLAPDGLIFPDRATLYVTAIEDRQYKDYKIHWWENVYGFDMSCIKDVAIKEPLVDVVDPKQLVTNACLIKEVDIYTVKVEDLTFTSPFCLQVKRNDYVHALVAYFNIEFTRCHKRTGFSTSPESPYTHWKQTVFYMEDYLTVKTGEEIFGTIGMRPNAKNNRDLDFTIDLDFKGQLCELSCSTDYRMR
PG9 Ab binder = binds the HIV-1 gp120 antibody PG9; TR-FRET gp120-PG9 antibody binding; hit rate 0.43% among 360,000; inhibition, % at 6.7 µM; in the data active = inhibition above about 8.5%
HTRA1 inh = inhibitors of human serine peptidase HTRA1 | hit rate 0.5% among 340,000 | inhibition, % at 5.96 µM | recombinant HTRA1, FP-rhodamine activity-based probe, fluorescence polarization | Q92743; in the data active = inhibition above about 36%;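 also: 0% = enzyme with DMSO and 100% = wells lacking enzyme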
UHRF1 binding = UHRF1 methyl-DNA binding inhibition; Q96T88; UHRF1 binding to methylated oligo, TR-FRET; inhibition, % at 4.4 µM; hit rate 0.75% among 370,000; in the data active = inhibition above about 21%;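 also: UHRF1 SRA domain binding a hemimethylated CpG hairpin DNA probe; 0% = median of test compound wells and 100% = reference inhibitor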
rCAG RNA binder = molecules binding r(CAG) RNA repeats. hit rate 1.3% among 370,000. inhibition, % at 3 µM. AID 651821. r(CAG) RNA repeat, TO-PRO-1 dye displacement fluorescence;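 active = inhibition above the plate cutoff, the mean of all test compounds on that plate plus 3 SD, cut at about 35% in these data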;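 also: 0% = DMSO alone and 100% = 100 µM mitoxantrone as full dye displacement; higher means more dye released from RNA so lower well fluorescence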
An asterisk follows results filed as active; nt = no result given. Some of the compounds tested, so the mix of outcomes need not match the whole.

SMILES | LEDGF integ inh | mABHD4 FP | MBD2 DNA inh | TCR-CD3 inh | Rev-erbA mod | PRMT1 inh | PG9 Ab binder | HTRA1 inh | UHRF1 binding | rCAG RNA binder
COc1ccc(OC)c(NC(=O)C2(C)CCN2C(=O)C2(c3ccccc3)CCCC2)c1 (stereo not drawn) | 0.7 | -4.1 | -3.9 | 2.8 | -11.2 | -2.1 | 0.2 | nt | -2.0 | 2.7
O=C(NC(=S)Nc1ccc(Cl)c(C(=O)O)c1)c1cncc(Br)c1 | -1.6 | -0.7 | 2.6 | 7.2 | 0.3 | 1.9 | 0.3 | 7.3 | -1.8 | 0.6
COc1ccccc1-c1noc(CCCC(=O)Nc2ccc(C(N)=O)cc2)n1 | -4.9 | 3.6 | 2.2 | -5.0 | 2.3 | -0.2 | -0.6 | nt | -1.1 | -1.5
Cc1cc(NC(=O)CSCC(=O)N2CCN(c3cccc(C)c3C)CC2)no1 | -7.9 | 2.1 | 2.1 | -12.5 | 6.5 | 4.0 | -1.7 | -5.0 | 0.3 | 6.3
O=C(O)CN=C(NS(=O)(=O)c1ccc(Cl)cc1)c1ccccc1 | 1.7 | -4.1 | -1.0 | -3.2 | -0.7 | 3.0 | 0.8 | -0.7 | 4.3 | 2.4
Cc1cccc(NC(=O)CN2CCN(C(=O)c3ccc(OCc4cn5ccccc5n4)cc3)CC2)c1C | 2.4 | -3.7 | -2.3 | 1.6 | -7.5 | 0.5 | -1.4 | -5.1 | 1.6 | 0.9
COc1ccc(CN2C(=O)CSCC2(C)C(=O)Nc2c(C)cccc2C)cc1OC (stereo not drawn) | 0.5 | -2.0 | -2.1 | 0.1 | -1.3 | 1.0 | -1.2 | nt | 1.4 | 1.5
C#CCN1C[C@@]2(O)CC[C@@H](O)[C@@H](OC)[C@@H]2[C@@]1(C)[C@H](O)CC=C(C)C | 0.5 | 6.0 | 11.1 | 0.2 | -4.5 | 4.1 | 5.2 | nt | 1.1 | 0.4
O=C(N/N=C/C(Br)=C/c1ccccc1)c1cccnc1 | 0.9 | -5.7 | -4.3 | -2.5 | 3.2 | -5.1 | -3.2 | 2.1 | -1.1 | 0.8
O=C1CCc2cc(NS(=O)(=O)c3ccccc3)cc3c2N1CCC3 | 1.9 | 2.9 | 1.9 | 5.7 | -2.5 | -3.5 | -1.9 | 0.7 | 0.1 | -0.8
COc1ccc(N2CCC(CNC(=S)Nc3ccc(C)cc3C)C2)cc1 (stereo not drawn) | -0.4 | 5.3 | -2.7 | 4.5 | 0.8 | 1.1 | -5.0 | 7.8 | -3.3 | -1.9
O=C(CSCc1c(Cl)cccc1Cl)Nc1ccc2c(c1)OCCO2 | -3.2 | -3.7 | -1.9 | 3.3 | 0.9 | -1.0 | -1.4 | -15.3 | -2.3 | -3.9
O=C(COC(=O)/C=C/c1cccc(Cl)c1Cl)Nc1ccc2[nH]c(=O)[nH]c2c1 | 6.4 | -17.8 | -1.8 | 9.1 | 6.4 | -0.5 | -2.4 | -1.8 | -1.1 | 4.3
C/C=C(\C)C(=O)NCCN1C2=NC[C@H](Cc3ccccc3)N2C[C@@H]1Cc1ccc(OC)cc1 | 1.1 | -0.7 | -0.4 | -11.2 | 0.8 | 2.2 | 2.9 | -9.8 | 3.8 | 6.2
N#Cc1ccc(S(=O)(=O)NCC(=O)OCC(=O)NCCc2ccccc2)cc1 | -0.7 | 5.6 | -1.0 | -9.6 | -3.8 | 2.9 | -0.2 | -6.7 | 0.1 | -2.3
Cc1nnc(SCC(=O)N(C(C)C)C(C)C)[nH]c1=O | -3.4 | -0.3 | 2.7 | -4.3 | -8.6 | 3.7 | -0.5 | 3.6 | 1.1 | -4.0
O=C(COc1ccccc1)NC(=S)Nc1cccc(NC(=O)c2ccccc2Cl)c1 | 1.1 | 2.2 | -1.2 | 3.0 | 2.2 | 2.3 | -1.7 | -4.9 | -1.5 | 2.5
COc1ccc(CNC(=O)C2Cc3cc(S(=O)(=O)N4CCCC4)ccc3N2C(C)=O)c(OC)c1 (stereo not drawn) | -0.5 | 4.2 | 2.4 | -1.9 | -1.6 | 3.2 | -1.6 | -1.4 | 1.9 | -0.8
CCO[C@H]1OC(C(=O)NC2CC2)=C[C@@H](C2CC2)[C@@H]1CCCO | -1.3 | -3.4 | 0.1 | 3.4 | 1.6 | -2.7 | -0.4 | -1.2 | -0.7 | -1.7
C=CCn1nc2n(c1=O)-c1ccccc1SC2 | -1.5 | -5.5 | -1.5 | -0.3 | 9.6 | -4.3 | -1.6 | 2.0 | 1.4 | -5.5
COc1ccc(-c2noc(CCCC(=O)N3CCN(c4cc(C)ccc4C)CC3)n2)cc1 | 6.2 | -3.2 | -0.6 | -5.6 | 7.6 | 1.0 | -0.7 | -31.8 | 4.7 | 3.2
CC(C)(C)c1nnc(NC(=O)c2cc(-c3ccccc3)nc3ccccc23)s1 | 0.8 | 3.4 | 7.1 | 1.9 | 1.4 | 16.0 | 1.8 | -5.3 | 6.3 | 5.3
CSc1ccc(NC(=O)Nc2cccn(Cc3ccccc3F)c2=O)cc1 | 3.2 | 7.1 | -0.2 | 1.4 | 4.5 | -5.4 | -0.6 | -36.7 | -2.2 | 3.4
Cc1cc(=O)oc2cc(OCC(=O)N3CCN(c4ccccc4)CC3)c(Cl)cc12 | -3.1 | -2.3 | 3.8 | 1.0 | -2.7 | 2.1 | 0.3 | 3.6 | 2.4 | 1.5
CCCC(=O)Nc1ccc(Cl)c(NC(=O)C(C)(C)C)c1 | -0.4 | 5.1 | 0.6 | -0.2 | 4.8 | 3.4 | 1.3 | 5.5 | 1.9 | -2.1
CC(=O)Nc1ccc(S(=O)(=O)N2CCC(C(N)=O)(N3CCCCC3)CC2)cc1 | -0.3 | 2.6 | -0.1 | -4.9 | -1.7 | -2.4 | -1.2 | 7.5 | -4.4 | 1.4
COC(c1ccccc1)(c1ccccc1)C(Oc1nccc(C)n1)C(=O)O (stereo not drawn) | 0.4 | -1.1 | 0.7 | 6.0 | -1.5 | -2.6 | -0.5 | 2.7 | 1.0 | 4.4
COc1ccc(CNC(=O)Cn2cnc3c(NCc4ccccc4)ncnc32)cc1 | 1.7 | 6.6 | -3.0 | 0.6 | 6.0 | -1.5 | 3.3 | 6.1 | -0.4 | 1.1
Cc1cccc(OC(=O)NCCOC(=O)N(O)c2ccc(Cl)cc2)c1 | 0.5 | -7.5 | -0.3 | -1.4 | 0.8 | -0.5 | -0.6 | -16.5 | -0.9 | -2.0
CCOC(=O)C(Cc1c(F)cccc1Cl)c1ccnc2nc(N)nn12 (stereo not drawn) | 1.5 | -11.6 | 8.3 | 7.0 | 1.1 | 8.4 | -0.4 | 3.9 | 4.9 | -3.1
CC[C@@H](C)[C@H](CN[C@H](CNC)C(C)C)NC[C@@H](C)c1ccc(CC(C)C)cc1 | 5.4 | 24.4 | -2.2 | -4.3 | 2.5 | 0.4 | -0.9 | -3.1 | -0.8 | -2.4
Cc1ccc(S(=O)(=O)Nc2cccc(C(=O)NCC(c3ccco3)N3CCCC3)c2)cc1F (stereo not drawn) | 0.7 | 3.5 | -2.5 | -2.4 | -2.6 | -0.5 | -1.7 | -3.8 | -0.4 | -8.2
COc1ccc2[nH]c(C)c(CCNC(=S)Nc3cc(C)ccc3C)c2c1 | 2.0 | 2.6 | 1.5 | 4.4 | 10.7 | -4.2 | -0.4 | -1.5 | -2.5 | 5.7
COc1cc(CN(C(=S)NCC(=O)O)C2CCCC2)cc(OC)c1OC | -0.8 | -5.8 | 8.2 | -2.3 | 0.2 | 8.8 | 1.8 | 4.2 | 4.4 | 2.1
CCOC(=O)Cc1csc(NC(=O)Cc2cccs2)n1 | 1.7 | -0.8 | -0.8 | 7.7 | 5.0 | 2.6 | 0.8 | -4.1 | 3.6 | 5.9
COc1ccc(-c2cc(=O)oc3c(C)c(O)ccc23)cc1 | -7.5 | -13.8 | 3.0 | -2.6 | -9.7 | 0.3 | -6.6 | -11.7 | -0.2 | 4.5
CCC(C)(C)NC(=O)C(c1cccn1C)N(Cc1ccc(OC)cc1)C(=O)Cn1nnc2ccccc21 (stereo not drawn) | -2.2 | -1.9 | 0.3 | -1.5 | 0.5 | 1.3 | -0.7 | -8.3 | -0.4 | 3.3
O=C1CCCC2(O)C1C(c1cccc(Br)c1)NC(=O)N2Cc1ccccc1 (stereo not drawn) | 3.3 | 3.0 | 3.5 | 1.3 | 2.7 | 4.6 | -1.0 | 2.1 | 1.6 | -3.0
COc1cc2nc(CN(C)Cc3ccc(C(C)(C)C)cc3)[nH]c(=O)c2cc1OC | 1.6 | -3.9 | 0.8 | -4.8 | -4.5 | -3.1 | -0.2 | -3.8 | -0.9 | -4.5
Cc1cc(=O)oc2cc(OCC3CC(c4ccc(Br)cc4)=NO3)ccc12 (stereo not drawn) | 0.1 | -7.2 | 1.9 | -4.0 | 55.2* | 0.8 | 1.1 | 6.2 | 3.0 | 1.4
O=S(=O)(c1ccccc1)C1Cc2ccccc2C1Cl (stereo not drawn) | 6.8 | -3.9 | -7.0 | -1.6 | -1.7 | 6.3 | -1.1 | nt | 0.6 | 1.8
O=S1(=O)CC(O)C(N(CCO)C(=S)Nc2ccccc2)C1 (stereo not drawn) | -9.1 | -3.6 | 9.0 | -3.1 | -0.9 | 4.2 | 0.6 | -0.2 | 2.9 | -3.0

Given with each value named: part of the list above
COc1ccc2[nH]c(C)c(CCNC(=S)Nc3cc(C)ccc3C)c2c1
  LEDGF integ inh: 2.0
  mABHD4 FP: 2.6
  MBD2 DNA inh: 1.5
  TCR-CD3 inh: 4.4
  Rev-erbA mod: 10.7
  PRMT1 inh: -4.2
  PG9 Ab binder: -0.4
  HTRA1 inh: -1.5
  UHRF1 binding: -2.5
  rCAG RNA binder: 5.7

COc1cc(CN(C(=S)NCC(=O)O)C2CCCC2)cc(OC)c1OC
  LEDGF integ inh: -0.8
  mABHD4 FP: -5.8
  MBD2 DNA inh: 8.2
  TCR-CD3 inh: -2.3
  Rev-erbA mod: 0.2
  PRMT1 inh: 8.8
  PG9 Ab binder: 1.8
  HTRA1 inh: 4.2
  UHRF1 binding: 4.4
  rCAG RNA binder: 2.1

In the list so far, three have a tert-butyl group.
SMILES | LEDGF integ inh | mABHD4 FP | MBD2 DNA inh | TCR-CD3 inh | Rev-erbA mod | PRMT1 inh | PG9 Ab binder | HTRA1 inh | UHRF1 binding | rCAG RNA binder
CC(C)(C)c1nnc(NC(=O)c2cc(-c3ccccc3)nc3ccccc23)s1 | 0.8 | 3.4 | 7.1 | 1.9 | 1.4 | 16.0 | 1.8 | -5.3 | 6.3 | 5.3
CCCC(=O)Nc1ccc(Cl)c(NC(=O)C(C)(C)C)c1 | -0.4 | 5.1 | 0.6 | -0.2 | 4.8 | 3.4 | 1.3 | 5.5 | 1.9 | -2.1
COc1cc2nc(CN(C)Cc3ccc(C(C)(C)C)cc3)[nH]c(=O)c2cc1OC | 1.6 | -3.9 | 0.8 | -4.8 | -4.5 | -3.1 | -0.2 | -3.8 | -0.9 | -4.5
